Bioassay records from PubChem BioAssay.
WRN inhibitor = blocks human WRN helicase | Q14191 | WRN helicase unwinding, fluorescent forked duplex, kinetic | Potency, µM (top dose mostly 114 µM), inactives show at the highest dose activity change, negative = inhibition, actives largely listed as inhibitors | hit rate 0.46% among 360,000 | AID 651768; also: potency is read from the fitted curve at half-maximal effect; % is scaled to controls: 0 for no effect and ±100 for the full control effect; nearly all actives have a fitted effect of over 55% in size
Target sequence (Q14191 whole entry, looked up): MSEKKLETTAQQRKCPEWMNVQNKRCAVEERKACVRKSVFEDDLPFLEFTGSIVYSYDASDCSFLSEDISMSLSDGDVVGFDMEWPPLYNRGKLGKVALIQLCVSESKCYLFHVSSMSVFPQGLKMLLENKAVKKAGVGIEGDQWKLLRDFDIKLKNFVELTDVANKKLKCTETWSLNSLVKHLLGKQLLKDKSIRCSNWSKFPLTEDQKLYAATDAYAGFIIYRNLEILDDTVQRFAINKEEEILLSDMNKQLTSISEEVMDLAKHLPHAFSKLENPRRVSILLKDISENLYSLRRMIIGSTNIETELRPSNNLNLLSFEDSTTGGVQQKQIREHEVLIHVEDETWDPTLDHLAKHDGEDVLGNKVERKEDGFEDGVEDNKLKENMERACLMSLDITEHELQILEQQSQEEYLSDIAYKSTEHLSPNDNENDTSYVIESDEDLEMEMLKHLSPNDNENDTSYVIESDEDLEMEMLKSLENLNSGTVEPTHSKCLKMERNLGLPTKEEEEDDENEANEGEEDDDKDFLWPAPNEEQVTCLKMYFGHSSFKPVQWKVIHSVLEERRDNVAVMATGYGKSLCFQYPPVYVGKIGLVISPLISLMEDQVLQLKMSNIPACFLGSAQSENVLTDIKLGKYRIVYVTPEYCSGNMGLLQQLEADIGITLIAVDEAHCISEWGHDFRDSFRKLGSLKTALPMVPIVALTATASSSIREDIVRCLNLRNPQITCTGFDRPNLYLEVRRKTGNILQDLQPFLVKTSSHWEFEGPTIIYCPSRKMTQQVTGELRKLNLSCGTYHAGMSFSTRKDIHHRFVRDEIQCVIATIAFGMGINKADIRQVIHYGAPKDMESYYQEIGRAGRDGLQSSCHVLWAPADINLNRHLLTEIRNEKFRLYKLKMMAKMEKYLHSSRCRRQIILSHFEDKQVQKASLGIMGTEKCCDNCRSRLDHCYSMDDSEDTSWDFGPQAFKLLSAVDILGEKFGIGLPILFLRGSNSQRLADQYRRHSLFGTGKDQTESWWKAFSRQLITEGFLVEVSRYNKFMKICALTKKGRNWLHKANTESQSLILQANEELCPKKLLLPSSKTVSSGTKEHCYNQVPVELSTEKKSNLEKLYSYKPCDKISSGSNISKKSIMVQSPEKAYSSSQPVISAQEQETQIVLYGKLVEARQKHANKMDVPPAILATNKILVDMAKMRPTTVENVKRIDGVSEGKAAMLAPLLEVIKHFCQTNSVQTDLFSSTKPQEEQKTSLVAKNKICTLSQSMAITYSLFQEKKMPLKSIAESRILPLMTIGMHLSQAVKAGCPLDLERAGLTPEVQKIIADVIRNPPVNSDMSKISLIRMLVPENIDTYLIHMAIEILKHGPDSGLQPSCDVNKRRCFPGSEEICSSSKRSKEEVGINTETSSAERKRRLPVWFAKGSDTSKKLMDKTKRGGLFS
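Primary qHTS, 1536-well format. 20 nM WRN + compound, 15 min RT; start with 100 nM forked fluorophore/quencher duplex, 2 mM ATP (final); kinetic read ex 525/em 598 nm.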
MCF10A rereplic = DNA re-replication induction in MCF 10a cells. MCF 10A DNA re-replication, Hoechst nuclear intensity, 48 h. Potency, µM (highest dose often 46.1 µM), inactives show at the top dose activity, positive = re-replication, actives largely listed as activators. hit rate 2.9% among 350,000; also: potency is read from the fitted curve at half-maximal effect; % of control where 0% means no effect; nearly all actives have a fitted effect of over 50% in size
KB-V1 MDR tox = KB-V1 MDR subline cytotoxicity; hit rate 3.4% among 400,000; Potency, µM (top dose mostly 46.1 µM), for the others: top-dose activity change, negative = cytotoxicity, usual class: cytotoxic; KB-V1 MDR cells viability, CellTiter-Glo, 72 h; also: potency is read from the fitted curve at half-maximal effect; % is scaled to controls: 0 for no effect and ±100 for the full control effect; nearly all actives have a fitted effect of over 60% in size
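Following 72 h at 37 degrees C with compound, KB-V1 cell viability was read by CellTiter-Glo luminescence, medium being phenol-red-free DMEM plus 10% FBS; concentration-response parameters came from normalized, curve-fitted qHTS data.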
HT1080 IDH1KD tx = kills HT-1080 cells with IDH1 knockdown; hit rate 2% among 360,000; HT-1080 IDH1 knockdown viability, ATP luminescence, 48 h; Potency, µM (doses to about 46.1 µM), inactives show at the highest dose activity, negative = toxicity, actives largely listed as cytotoxic;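 also: potency is read from the fitted curve at half-maximal effect; 0% = DMSO wells and -100% = cell-free medium wells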
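After a 2 h attachment period, IDH1KD HT-1080 cells took pin-transferred compound for 48 h at 37 °C; ATP-based luminescence after 10 min room-temperature reagent incubation reported viability.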
KB-3-1 tox = KB-3-1 parental cell cytotoxicity; hit rate 1.4% among 400,000; KB-3-1 viability, CellTiter-Glo ATP luminescence, 72 h; AID 1347075; Potency, µM (highest dose often 46.1 µM), for the others: top-dose activity change, negative = cytotoxic, hits mostly cytotoxic; also: potency is read from the fitted curve at half-maximal effect; % is scaled to controls: 0 for no effect and ±100 for the full control effect; nearly all actives have a fitted effect of over 60% in size
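Parental KB-3-1 viability, qHTS format: 72 h compound exposure, 37 °C; CellTiter-Glo; media-only wells and DMSO plates as controls; concentration-effect fits on corrected data.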
ATXN2 expr inh = ATXN2 expression inhibition; AID 1745845; hit rate 0.72% among 360,000; HEK-293 ATXN2-luciferase reporter, luminescence, 24 h; Potency, µM (doses to about 57 µM), for the others: at the highest dose activity change, negative = inhibition, actives largely listed as inhibitors; also: potency is read from the fitted curve at half-maximal effect; % is scaled to controls: 0 for no effect and ±100 for the full control effect; nearly all actives have a fitted effect of over 55% in size
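qHTS (up to 57 uM final) was run with 24 h compound exposure of reporter cells at 37 °C. Each well was multiplexed: SteadyGlo luminescence measured ATXN2-luciferase expression after a fluorogenic Gly-Phe-AFC viability readout (25 uM final).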
HT1080-NT tox = kills 2HG-producing HT-1080-NT fibrosarcoma cells; AID 686970; hit rate 1.6% among 360,000; Potency, µM (doses to about 46.1 µM), for inactives: at the highest dose activity, negative = less viability, most hits filed as cytotoxic; HT-1080-NT fibrosarcoma viability, CellTiter-Glo ATP luminescence, 48 h;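 also: NT is the 2HG producing partner of a matched IDH1 knockdown line; potency is read from the fitted curve at half-maximal effect; 0% = DMSO-treated cells and -100% = media-only wells without cells; nearly all actives have a fitted effect of over 55% in size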
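750 cells/well, RPMI + 5% FBS; 2 h settle, compound pin-transfer, 48 h at 37 degrees C. CellTiter-Glo 10 min RT, luminescence. Normalized to DMSO and media-only wells.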
IL1B secr inh = inflammasome signaling inhibition, IL-1 beta readout; THP-1 LPS/ATP IL-1B secretion, AlphaLISA, 16 h; active compounds read low; activity change, % at 57.5 µM; hit rate 4.7% among 360,000; AID 743279; in the data active = activity change below about -50%; inconclusive = mostly about -30% to -49%; also: % is scaled to controls: 0 for no effect and ±100 for the full control effect
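THP-1 cells pretreated 1 hr with compounds (up to 57.5 uM final), then stimulated with LPS (250 ng/mL final) plus ATP (1.25 mM final); secreted IL-1B measured by AlphaLISA after 16 hr, decreased signal indicating inhibition.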
SW480 rereplic = DNA re-replication induction in SW480 cells | AID 624297 | SW480 DNA re-replication, Hoechst DNA content imaging, 48 h | Potency, µM (series often up to 46.1 µM), without a hit: at the top dose re-replication activation, most hits filed as activators | hit rate 1.8% among 340,000; also: potency is read from the fitted curve at half-maximal effect; % of control where 0% means no effect; nearly all actives have a fitted effect of over 55% in size
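Image-based DNA-content assay: after two days of treatment, nuclei were labelled with the DNA dye Hoechst and imaged, and hits were compounds raising the count of nuclei showing high fluorescence intensity.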
Active calls of the source: *; ? = inconclusive; · = no result given; & = joins results of further samples; [ ] = dose if it differs, or a comment. Unless noted, calls follow the shape of the dose curve; as a rule, active = well fitted curve in the direction sought with a large enough effect; inconclusive = small, poorly fitted or top-dose-only effect, or another doubt; inactive = no such curve, though single readings can be large; an effect the other way counts as inactive or inconclusive.

(1) Oc1c(C(Nc2nccs2)c2ccc(C(F)(F)F)cc2)ccc2cccnc12 (stereo not drawn)
(2) COc1cccc(N2[C@@H](CC(=O)O)c3ccccc3S2(=O)=O)c1
(3) C[C@@H]1C(c2cccc(Cl)c2)=NN(c2ccccc2)[C@H]1C(=O)N1CCOC1=O
(4) CCOC(=O)CCS(=O)(=O)c1nc(-c2ccccc2)cc(C(F)(F)F)n1
(5) CCCCN(CCCNC(=O)C1CCCN(S(=O)(=O)CCC)C1)Cc1ccccc1 (stereo not drawn)
(6) COc1ccccc1N(CC(=O)NC(C)(C)C)C(=O)Cn1nnc(-c2ccc(C)o2)n1
(7) CCOc1ccc(NC(=O)N2CC=C(n3c(=O)[nH]c4ccccc43)CC2)cc1
(8) COc1cc(/C=C(\C#N)C(=O)NC(C)C)ccc1OCc1ccc(C(=O)O)cc1

Screen / compound no.	1	2	3	4	5	6	7	8
WRN inhibitor	-30%	-7%	-12%	?	3%	1%	-1%	-12%
MCF10A rereplic	?	-1%	?	?	-1%	18%	3%	?
KB-V1 MDR tox	?	?	0%	-17%	1%	2.3µM*	-9%	20%
HT1080 IDH1KD tx	?	1%	-13%	5.2µM*	4%	10%	3%	-1%
KB-3-1 tox	?	0%&5%	0%	?	-12%	1%	-3%	3%
ATXN2 expr inh	13µM*	1%	-6%	?	3%	-7%	-3%	5%
HT1080-NT tox	?	0%	-9%	?	8%	9%	0%	-2%
IL1B secr inh	-103*	-2	-78*	-99*	2	18	-14	25
SW480 rereplic	1.3µM*	-1%	18µM*	27%	2%	1%	-5%	?

(9) COc1cc(OC)c(C(=O)OCC(=O)NC23CC4CC(CC(C4)C2)C3)cc1OC
(10) O=S1(=O)CCN2C(Cc3ccc(SC(F)F)cc3)=CSC2=N1
(11) CCCC1=Nc2cc(C(=O)N3CCC(C(N)=O)CC3)ccc2Sc2ccccc21
(12) Cc1ccc(Sc2ncccc2NC(=O)c2ccccc2Cl)cc1
(13) Nc1nc(Nc2ccccc2F)nc(N2CCOCC2)c1[N+](=O)[O-]
(14) Cc1c(C=O)c(C=O)c(C)n1Cc1ccccc1
(15) O=C(NCC1CCCO1)C(=Cc1cccc([N+](=O)[O-])c1)C(=O)NCC1CCCO1 (stereo not drawn)
(16) CC1CN(c2ccc([N+](=O)[O-])cc2C#N)CC(C)O1 (stereo not drawn)

Screen / compound no.	9	10	11	12	13	14	15	16
WRN inhibitor	?	0%	-4%	4%	-2%	-5%[57.1 µM]	-19%[57.1 µM]	5%
MCF10A rereplic	17%	-8%	-1%	-1%	2%	10µM*	?	0%
KB-V1 MDR tox	8.2µM*	-1%	24%	-17%	11%	?	1%	?
HT1080 IDH1KD tx	0%	-11%	-7%	-12%	-9%	4.1µM*	?	11%
KB-3-1 tox	-6%	0%	-8%	-2%	6%	?	?	-17%
ATXN2 expr inh	-13%	-7%	-5%	-3%	-1%	?	-16%[11.3 µM]	4%
HT1080-NT tox	-1%	-3%	-5%	-15%	1%	8.2µM*	16µM*	10%
IL1B secr inh	15	-7	0	-4	6	-93*	-110*	1
SW480 rereplic	-5%	-1%	-23%	1%	-6%	?	?	13%

(17) S=c1[nH]nc(-c2ccncc2)n1/N=C/C(Cl)=C\c1ccccc1
(18) COc1ccc(N2CCN(C(=O)c3oc4c(c3C)C(=O)CCC4)CC2)cc1
(19) CCOc1ccc(C=O)cc1CN1CCCCC1
(20) CC(CC(=O)Nc1ccc2c(c1)c(=O)n(C)n2Cc1ccc(F)cc1)c1ccccc1 (stereo not drawn)
(21) O=C(c1ccc2oc(CCCc3ccccc3)nc2c1)N1CCCC(CCCO)C1 (stereo not drawn)
(22) COc1ccc(CCNC(=O)c2oc3ccccc3c2C)cc1
(23) CC(OC(=O)CN1C(=O)c2ccccc2C1=O)C(=O)NC1CCCCC1C (stereo not drawn)
(24) Cc1ccc(CN(C)C(=O)CSc2nnc3n2CCCCC3)c(C)c1

Screen / compound no.	17	18	19	20	21	22	23	24
WRN inhibitor	-14%	-6%	-4%	-1%	-3%	-10%	-25%	-2%
MCF10A rereplic	?	?	3%	·	-28%	-1%	?	11%
KB-V1 MDR tox	5%	-9%	1%	-19%	-18%	1%	27%	15µM*
HT1080 IDH1KD tx	?	-7%	-2%	?	-3%	4%	-2%	-4%
KB-3-1 tox	1%	-18%	5%	?	-10%	-7%	-1%	-3%
ATXN2 expr inh	·	-18%	-2%	-17%	-9%	·	0%	-8%
HT1080-NT tox	?	2%	0%	?	-3%	6%	-4%	-5%
IL1B secr inh	-63*	-4	-3	40	0	-10	0	0
SW480 rereplic	-68%[inhibitor]	-13%	1%	·	-12%	-15%	1%	-2%

(25) Cc1nc(-c2ccccc2)sc1-c1nc(-c2cccnc2)ncc1S(=O)(=O)c1ccccc1
(26) O=C1CC(c2ccccc2)C(=O)N1c1cccc(O)c1 (stereo not drawn)
(27) CCCN(CC(=O)Nc1ccccc1OC)C(=O)CCC(=O)c1ccc(F)cc1
(28) O=C(c1ccccc1)N1CCN(c2ccc([N+](=O)[O-])c(NCC3CCCO3)c2)CC1 (stereo not drawn)
(29) COc1ccc(C(=O)[C@H]2[C@H]3C(=O)N(c4ccc(C)cc4)C(=O)[C@H]3C3C=CC=NN32)cc1 (stereo partly drawn)
(30) CCCCn1c(N)c(N(CC(C)C)C(=O)c2cnccn2)c(=O)[nH]c1=O
(31) COC(=O)c1ccc(NC(=O)CCN2C(=O)CSC2=O)cc1
(32) COc1ccc(-c2nn(-c3ccccc3)cc2/C=C/C(=O)O)cc1[N+](=O)[O-]

Screen / compound no.	25	26	27	28	29	30	31	32
WRN inhibitor	5%[57.1 µM]	-3%	2%	-28%	7%	-3%	9%	-10%
MCF10A rereplic	?	1%	2%	?	-12%	-3%	-6%	?
KB-V1 MDR tox	?	5%	10µM*	?	-3%	2%	?	-19%
HT1080 IDH1KD tx	-26%	0%	4%	-3%	1%	2%	-1%	18µM*
KB-3-1 tox	?	13%	25%	15%	-2%	2%	2%	?
ATXN2 expr inh	-13%	5%	-13%	-13%	-13%	5%	10%	·
HT1080-NT tox	-11%	3%	4%	-1%	13%	7%	6%	-13%
IL1B secr inh	?	21	0	-8	·	4	12	10
SW480 rereplic	3%	-2%	4%	8%	-29%	18µM*	3%	?

(33) CC1CCN(C(=O)c2ccc(N(C)S(C)(=O)=O)cc2)CC1
(34) CCNC(=O)C1(C)CCN1Cc1cc(-c2ccccc2)n(C)n1 (stereo not drawn)
(35) O=C(NCc1ccccn1)[C@@H]1CCCN1C(=O)[C@@H]1CCCN1C(=O)c1cccc2ccccc12
(36) CON/C=C(\C=Nc1ccc(C(F)(F)F)cc1)c1ncc(C(F)(F)F)cc1Cl
(37) COc1ccccc1CNC(=O)CCS(=O)(=O)c1ccc2c(c1)CCCN2C(C)=O
(38) C=C1N(c2ccccc2)C(=O)OC1(C)C
(39) CCOc1cc2[nH]c(=S)n(CCCN3CCN(C)CC3)c(=O)c2cc1OCC
(40) CSc1cccc(NC(=S)N2CCC(N(C)C(C)C)CC2)c1

Screen / compound no.	33	34	35	36	37	38	39	40
WRN inhibitor	-5%	4%	11%	0%	-8%	6%	4%	0%
MCF10A rereplic	-1%	·	·	-184%[0.0737 µM]	-4%	-5%	7%	11%
KB-V1 MDR tox	?	3%	21%	6%	2%	-11%	15%	-10%
HT1080 IDH1KD tx	9%[9.24 µM]	12%	15%	1%	1%	-9%	18%	-5%
KB-3-1 tox	1%	0%	14%	9%	1%	15%	18%	-2%
ATXN2 expr inh	-9%	10%	-8%	0%	-9%	1%	5%	-29%
HT1080-NT tox	12%	25%	1%	5%	4%	-1%	12%	2%
IL1B secr inh	19	9	-1	-13	21	0	-7	-13
SW480 rereplic	-4%	·	·	-2%	-1%	22%	-1%	-7%

Part of the list above, bar-delimited.
item | canonical_smiles | WRN inhibitor | MCF10A rereplic | KB-V1 MDR tox | HT1080 IDH1KD tx | KB-3-1 tox | ATXN2 expr inh | HT1080-NT tox | IL1B secr inh | SW480 rereplic
35 | O=C(NCc1ccccn1)[C@@H]1CCCN1C(=O)[C@@H]1CCCN1C(=O)c1cccc2ccccc12 | 11% | · | 21% | 15% | 14% | -8% | 1% | -1 | ·
40 | CSc1cccc(NC(=S)N2CCC(N(C)C(C)C)CC2)c1 | 0% | 11% | -10% | -5% | -2% | -29% | 2% | -13 | -7%
16 | CC1CN(c2ccc([N+](=O)[O-])cc2C#N)CC(C)O1 (stereo not drawn) | 5% | 0% | ? | 11% | -17% | 4% | 10% | 1 | 13%

Further records:
(41) CC12CCC(C(=O)NNc3ccc([N+](=O)[O-])cc3)(OC1=O)C2(C)C (stereo not drawn)
(42) Cc1oc2ccc(OCc3ccccc3Cl)cc2c1C(=O)O
(43) Cc1sc(NC(=O)c2ccco2)c(C(c2cccnc2)N2CCN(C)CC2)c1C (stereo not drawn)
(44) O=C(O)C1CCCCC1C(=O)Nc1cccc(C(=O)N2CCCCC2)c1 (stereo not drawn)
(45) COc1cccc(C(=O)Nc2c(C)nn(-c3ccccc3)c2C)c1
(46) O=C(CN1CCOCC1)Nc1ccccc1
(47) COc1ccc(C(=O)NCCN2C(=O)S/C(=C\c3cccnc3)C2=O)cc1[N+](=O)[O-]

Screen / compound no.	41	42	43	44	45	46	47
WRN inhibitor	-15%	1%	-4%	-12%	-2%	-9%	11%
MCF10A rereplic	1%	-5%	?	1%	-7%	10%	12%
KB-V1 MDR tox	?	13%	-26%	-8%	?	-15%	19%
HT1080 IDH1KD tx	0%	3%	-10%	-1%	-13%	9%	-16%
KB-3-1 tox	5%	-3%	-9%	-8%	0%	17%	3%
ATXN2 expr inh	-16%	-2%	0%	3%	·	7%	9%
HT1080-NT tox	3%	10%	-29%	0%	0%	0%	0%
IL1B secr inh	24	0	-4	-19	13	-6	-14
SW480 rereplic	-5%	-16%	-4%	?	-2%	-9%	5%

This is a random part of the collection, and some 12% of all compounds hit somewhere here.
